GAA glycogen = alters human alpha-glucosidase cleavage of glycogen | recombinant GAA, glycogen substrate, Amplex Red glucose oxidase fluorescence | Potency, µM (top dose mostly 76.4 µM), without a hit: top-dose activity change, negative = inhibition, actives largely listed as inhibitors | hit rate 0.38% among 300,000 | AID 2100; active = well fitted inhibition curve with a large enough effect; inconclusive = small, poorly fitted or top-dose-only effect, or another doubt; inactive = no such curve, though single readings can be large or run the other way;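 also: 0% = full enzyme reaction and -100% = no-enzyme basal signal; the screen sought inhibitors and activators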
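Recombinant human enzyme (4 nM); glycogen substrate; 37 C, 40 min, pH 5.0. Readout: coupled glucose oxidase/Amplex Red fluorescence.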
An asterisk follows results filed as active; ? = inconclusive; & = joins results of further samples; [ ] = remark or other dose. Potency is read from the fitted curve at half-maximal effect. A portion of the library; the hit share may differ from the screen's.

SMILES	GAA glycogen
CCc1ccc(NC(=O)CS(=O)CC(=O)N2CCN(c3ccccc3F)CC2)cc1 (centres undefined)	-3%[76.3 µM]
CN(C)C(=O)CSc1n[nH]c(=O)n1CCc1ccccc1	0%
COc1ccc(C(C(=O)NCCC(C)C)N(CCCO)C(=O)c2snc(C(N)=O)c2N)cc1OC (centres undefined)	-3%[76.3 µM]
Brc1ccccc1Cn1cnc2ccccc21	-2%[76.3 µM]
Cc1cc(-c2ccccc2)c2c(=O)n(-c3ccccc3)[nH]c2n1	?
O=C1CN(C(=O)COc2ccccc2)c2ccccc2N1	-6%[76.3 µM]
CCC1C(=O)NCCN1C(=O)CCc1nnc(CCc2ccc(OC)cc2)o1 (centres undefined)	-7%[76.3 µM]
CCC(C(=O)NCC1CCCO1)N(C(=O)CNS(=O)(=O)c1ccccc1)c1ccc(F)cc1 (centres undefined)	6%
CC(=O)Nc1ccc(NC(=O)C2CCN(C(=O)C3CC(=O)N(c4ccc(C)cc4)C3)CC2)cc1 (centres undefined)	2%
CCOc1ccc(C2c3[nH]c4ccccc4c3C[C@H]3C(=O)N(C4CCN(Cc5ccccc5)CC4)CC(=O)N23)cc1OC (some centres undefined)	7%
O=C1c2cc(F)ccc2-n2c1nc1ccccc1c2=O	3%
CSC(=NC#N)N1CCN(C(c2ccccc2)c2ccccc2)CC1	1%
CC(=O)c1cccc(NC(=O)CCn2c(=S)oc3ccccc32)c1	0%
CC(=O)c1ccc(OCC(=O)NC2CCCN(Cc3ccccc3F)C2)cc1 (centres undefined)	9%[76.3 µM]
CC(Oc1ccc2c(-c3ccccc3)cc(=O)oc2c1)C(=O)NCC1CCC(C(=O)O)CC1 (centres undefined)	2%&8%[76.3 µM]
COc1ccc(N2CCOCC2)c(NC(=O)c2cccs2)c1	-8%[76.3 µM]
COc1ccc2[nH]c(C(=O)N3CCNCC3)cc2c1OC	7%
CS(=O)(=O)c1cccc(C(=O)N(CCc2ccccc2)Cc2cccs2)c1	0%
COCCOC(=O)c1c(C)n(C)c2ccc(OC(=O)c3c(OC)cccc3OC)cc12	-6%
CCOC(=O)[C@@H]1[C@H]2COc3ccccc3[C@@H]2N2C(=O)N(c3cccc(C)c3)C(=O)[C@]12C	14%[76.3 µM]
O=c1ccc2cc(S(=O)(=O)N3CCN(c4ccccc4)CC3)ccc2[nH]1	3%[76.3 µM]
COC(=O)c1nn(-c2ccc(OC)cc2)ccc1=O	6%
O=[N+]([O-])c1cccnc1SCc1ccccc1	-2%
O=C(COc1ccc(Cl)cc1Cl)NCCCNC(=O)c1cnccn1	-3%
CCOC(=O)N1CCC(NC(=O)c2cc(COc3c(C)cccc3C)on2)CC1	3%[76.3 µM]
CCOc1ccc(C(=O)Cn2cnnc2C#N)cc1	0%
CCOC(=O)CSc1nc2c(cnn2-c2ccc(F)cc2)c(=O)[nH]1	5%
COc1ccc(/C=C/C(=O)Nc2ccccc2C(=O)NCC(c2ccc(OC)cc2)N(C)C)cc1 (centres undefined)	4%
CCCC[C@]12Cc3cc(C#N)ccc3C(O1)c1c(cc(C)n(Cc3ccccc3)c1=O)O2	-15%[15.3 µM]
Cc1cccc(N(C)S(=O)(=O)c2csc(C(N)=O)c2)c1	-4%
O=c1oc2cc(O[C@@H]3OC[C@@H](O)[C@H](O)[C@H]3O)ccc2c2ccccc12	-10%
CCOc1nc2cnccc2n(CC(=O)Nc2cccc(C)c2)c1=O	0%[76.3 µM]
CC(=O)N1CCN(C(=O)c2cc3ccccc3o2)CC1	3%
COc1cc(/C=N/NC(=O)c2ccc3c(c2)OCCO3)cc(Br)c1O	17%[76.3 µM]
C/C(Cc1ccccc1)=N\NC(=O)CNC(=O)c1cccc(F)c1	2%[76.3 µM]
COc1ccccc1C(=O)COC(=O)COc1cccc2c1OC(C)(C)C2	-16%[76.3 µM]
CC(C)CC1Nc2ccc(C(=O)NCCCN3CCCCC3C)cc2NC1=O (centres undefined)	13µM*
O=C(Nc1ccc(Cl)cc1N1CCOCC1)C1CC1	-4%[76.3 µM]
COc1ccccc1N1CCN(/N=C\c2ccccc2)CC1	?
CCN(CC)c1ccc(N=CN2CCOCC2)cc1	?
CCOC(=O)N1CCN(C(=O)C2CCN(S(=O)(=O)c3ccc(NC(C)=O)cc3)CC2)CC1	-4%[76.3 µM]
O=C(c1ccc2ncsc2c1)N1CCCCC1	3%[76.3 µM]
O=C(CN1CCN(c2ccc(O)cc2)CC1)N1CCc2ccccc21	5µM*
COC(=O)c1ccc(COc2ccc(F)cc2)o1	-19%
CN(C)Cc1ccccc1C(O)(c1ccccc1)c1ccccc1	3%[76.3 µM]
Cc1nc2ccc(Br)cn2c1C(=O)N/N=C\c1ccc(C(C)C)cc1	-6%[76.3 µM]
O=C(CSc1nnc(NC(=O)c2c(F)cccc2F)s1)NC1CC1	12%[76.3 µM]
CC(C)N1CCc2c(sc(NC(=O)c3ccc(S(=O)(=O)N(C)CC4CCCO4)cc3)c2C(N)=O)C1 (centres undefined)	-7%[76.3 µM]
CCOc1ccccc1N1CC(C(=O)N(C)Cc2cccnc2)CC1=O (centres undefined)	2%[76.3 µM]
O=C(CN1C(=O)NC2(CCc3ccccc32)C1=O)c1ccccc1 (centres undefined)	-4%[76.3 µM]
COc1cc(Nc2ccc(S(N)(=O)=O)cc2)c([N+](=O)[O-])nc1[N+](=O)[O-]	1%[76.3 µM]
Cc1cc(NC(=O)CCC(=O)N(CCC(C)C)C(C(=O)NCC2CCCO2)c2ccccc2C)no1 (centres undefined)	7%[76.3 µM]
COc1ccc(NC(=S)NC(=O)/C=C/c2ccc(F)cc2)cc1	2%
NC(=O)CC(NC(=O)c1ccccc1)c1ccc(N2CCCCCC2)c([N+](=O)[O-])c1 (centres undefined)	-20%[76.3 µM]
CCOc1ccc(N(CC(=O)Nc2cc(C)cc(C)c2)S(C)(=O)=O)cc1	-6%
CCN(CC(=O)Nc1ccc(NC(C)=O)cc1)C(=O)/C=C/c1c(C)nn(-c2ccc(F)cc2)c1C	-1%[76.3 µM]
O=C(Nc1nnc(SCc2cccnc2)s1)C1CC(=O)N(c2ccccc2)C1 (centres undefined)	0%[76.3 µM]
CSc1ncc(Cl)c(C(=O)NCc2cccnc2)n1	3%
O=C(O)CN1C(=O)C2C3C=CC(C2C1=O)C1C(=O)N(CC(=O)O)C(=O)C31 (centres undefined)	-4%[76.3 µM]
O=C(N/N=C/c1c(O)ccc2ccccc12)c1cccnc1	-2%

Sorted by length of the SMILES (smallest number first): 14 of the compounds above.
SMILES	GAA glycogen
O=C(c1ccc2ncsc2c1)N1CCCCC1	3%[76.3 µM]
COC(=O)c1ccc(COc2ccc(F)cc2)o1	-19%
CSc1ncc(Cl)c(C(=O)NCc2cccnc2)n1	3%
O=C(N/N=C/c1c(O)ccc2ccccc12)c1cccnc1	-2%
COc1ccc(NC(=S)NC(=O)/C=C/c2ccc(F)cc2)cc1	2%
O=C(CN1C(=O)NC2(CCc3ccccc32)C1=O)c1ccccc1 (centres undefined)	-4%[76.3 µM]
Cc1nc2ccc(Br)cn2c1C(=O)N/N=C\c1ccc(C(C)C)cc1	-6%[76.3 µM]
O=C(Nc1nnc(SCc2cccnc2)s1)C1CC(=O)N(c2ccccc2)C1 (centres undefined)	0%[76.3 µM]
CCOc1ccc(N(CC(=O)Nc2cc(C)cc(C)c2)S(C)(=O)=O)cc1	-6%
O=C(O)CN1C(=O)C2C3C=CC(C2C1=O)C1C(=O)N(CC(=O)O)C(=O)C31 (centres undefined)	-4%[76.3 µM]
NC(=O)CC(NC(=O)c1ccccc1)c1ccc(N2CCCCCC2)c([N+](=O)[O-])c1 (centres undefined)	-20%[76.3 µM]
COc1cc(Nc2ccc(S(N)(=O)=O)cc2)c([N+](=O)[O-])nc1[N+](=O)[O-]	1%[76.3 µM]
CCN(CC(=O)Nc1ccc(NC(C)=O)cc1)C(=O)/C=C/c1c(C)nn(-c2ccc(F)cc2)c1C	-1%[76.3 µM]
CC(C)N1CCc2c(sc(NC(=O)c3ccc(S(=O)(=O)N(C)CC4CCCO4)cc3)c2C(N)=O)C1 (centres undefined)	-7%[76.3 µM]

Continued.
SMILES	GAA glycogen
Cc1cc(S(=O)(=O)N2CCOCC2)ccc1OCC(=O)NCC1CCCO1 (centres undefined)	-4%
CCc1ccc(S(=O)(=O)Nc2c(C)nc3nc[nH]n3c2=O)cc1	-19%
CCOc1ccc(C(=O)N[C@H](C(=O)Nc2ccccc2OC)C(C)C)cc1	-7%[76.3 µM]
CCC(=O)Nc1cc2c3c(c1)CCC(=O)N3CCC2	0%[76.3 µM]
Cc1c(NC(=O)Nc2ccccc2)c(=O)n(-c2ccccc2)n1C	-10%
COc1ccc(N2CCN(CC(=O)NC(C)c3ccccc3)CC2)cc1 (centres undefined)	11%[76.3 µM]
CC(C)CCN(C(=O)CNC(=O)c1ccco1)C(C(=O)NC1CCCCC1)c1cccnc1 (centres undefined)	6%[76.3 µM]
CC(=O)Nc1ccc(/C=C/c2nc3ccccc3[nH]c2=O)cc1	-5%[76.3 µM]
CCOc1ccc(NC(=O)CCNC(=O)Cn2ccc3ccccc3c2=O)cc1	-10%[76.3 µM]
CC1CCCCN1S(=O)(=O)c1ccc2c(c1)CCN2C(=O)C1CC1 (centres undefined)	-3%[76.3 µM]
O=C(CN1C(=O)CCS(=O)(=O)c2ccccc21)NCCc1ccccc1	3%[76.3 µM]
COc1ccccc1CCN=C(N)NS(=O)(=O)c1ccc(F)cc1	-5%[76.3 µM]
O=C(NCCNC(=O)c1ccccn1)c1ccc(-c2ccccc2)cc1	-2%[76.3 µM]
COC(=O)C1[C@H]2SC(C)(C)C(C(=O)OC)N2C(=O)N1Cc1nc2ccccc2s1 (some centres undefined)	-12%[76.3 µM]
Cc1cc(C)cc(-n2ncc3c2CCCC3NC(=O)c2cc(C)oc2C)c1 (centres undefined)	-8%[76.3 µM]
Cc1ccnc(NCc2ccc(Cl)cc2)c1	3%[76.3 µM]
CCOC(=O)C1CCN(CCC(=O)Nc2cc(C)ccc2C)CC1	-4%[76.3 µM]
COc1ccc(OC)c(/C=C2\N=C(c3ccccc3)OC2=O)c1	-7%[76.3 µM]
O=C(NCCCN1CCCC1)c1ccc2c(c1)N(Cc1ccccc1F)C(=O)c1ccccc1S2(=O)=O	-2%[76.3 µM]
CCc1ccc(N(CC(=O)N2CCCCCC2)S(C)(=O)=O)cc1	-2%[76.3 µM]
Cc1c(CC(=O)N2CCN(C(=O)C3COc4ccccc4O3)CC2)c(=O)oc2cc(O)cc(O)c12 (centres undefined)	4%[76.3 µM]
CCn1cc(/C=C(\NC(=O)c2ccccc2)C(=O)NCCCN2CCOCC2)c2ccccc21	-5%[76.3 µM]
CCOC(=O)c1c(C)nsc1NC(=O)c1ccco1	-3%[76.3 µM]
CCCn1c(SCC(=O)NC2CCCCC2)nnc1C1CC1	2%[76.3 µM]
CCOC(=O)C(CC)Sc1nc2c(cnn2-c2ccc(F)cc2)c(=O)[nH]1 (centres undefined)	3%
CC(=O)N1CCSc2ccc(S(=O)(=O)NCc3ccc(F)cc3)cc21	-2%[76.3 µM]
Cc1cccc(-n2nc3c(c2NC(=O)C(C)C)CS(=O)(=O)C3)c1C	-5%
CC1(c2ccc(Cl)cc2)NC(=O)N(CC(=O)Nc2ccc(F)cc2)C1=O (centres undefined)	-2%
O=C(O)C(c1ccccc1)N1C(=O)/C(=C\c2ccc(O)c(O)c2)SC1=S (centres undefined)	?
COc1ccc(-c2sc(C(=O)c3ccc(Cl)cc3Cl)cc2CC(=O)O)cc1	3%
Cc1ccsc1/C=N/NC(=O)C(O)c1ccccc1 (centres undefined)	-7%[76.3 µM]
Cc1ccc2cc(CN(Cc3ccco3)C(=O)c3ccco3)c3nnnn3c2c1	-4%[76.3 µM]
CCOC(=O)[C@@H]1[C@H]2COc3ccccc3[C@@H]2N2C(=O)N(c3ccc(C)cc3)C(=O)[C@]12C	6%[76.3 µM]
Cc1ccsc1C(=O)N1CCN(c2ccccn2)CC1	-1%[76.3 µM]
COCCN1CC(CNC(=O)c2cc(COc3ccc(C)c(C)c3)on2)CC1=O (centres undefined)	-13%[76.3 µM]
O=C(CS(=O)c1ccc(F)cc1)N1CCOCC1 (centres undefined)	-3%
COc1cccc(OC)c1OC(=O)/C=C/c1ccc(C)o1	-4%[76.3 µM]
CCC1CCCCN1CCCNC(=O)CCNC(=O)Cn1cnc2ccccc2c1=O (centres undefined)	-6%[76.3 µM]
CN1CCN(S(=O)(=O)c2ccc(NC(=O)c3cccc(F)c3)cc2)CC1	-1%[76.3 µM]
CCC1Oc2ccccc2N(CC(=O)NCCN2CCCC2)C1=O (centres undefined)	-10%[76.3 µM]
CC(NC(=O)Nc1ccc(F)cc1F)c1ccc2c(c1)OCO2 (centres undefined)	0%[76.3 µM]
CC(C)CC(=O)Nc1nnc(CCc2ccccc2)s1	-10%[76.3 µM]
COc1ccc(-n2c(SCC(=O)Nc3cccc(C(=O)O)c3)nnc2-c2ccco2)cc1	1%
Cc1ccc(NC(=S)N2CCN(S(C)(=O)=O)CC2)cc1Cl	6%[76.3 µM]
Oc1ccccc1CN1CCCC(N2CCc3ccccc3C2)C1 (centres undefined)	4%[76.3 µM]
O=C(Nc1ccccc1F)c1cc(S(=O)(=O)N2CCOCC2)cs1	0%[76.3 µM]
COc1cccc(NC(=O)CSc2nnnn2C2CCCCC2)c1	1%[76.3 µM]
Cc1nn(-c2ccc(N3CCOCC3)nn2)c(C)c1CCC(=O)N1CCN(C)CC1	5%[76.3 µM]
Cc1cccc(C(=O)Nc2cccc3c2CCCC3)c1	6%[76.3 µM]
